# Source: PubChem
# Tau ThT inhib: qHTS for Inhibitors of Tau Fibril Formation, Thioflavin T Binding | Microtubule-associated protein tau (Homo sapiens), P10636 | recombinant tau K18 P301L, heparin-induced fibrillization, ThT fluorescence | Potency, µM (top dose mostly 57.4 µM), inactives show top-dose activity, negative = inhibition, most hits filed as inhibitors | 270,000 compounds, 2.1% hits; note: % is set by controls: 0 for no effect and ±100 for the full control effect; nearly all actives have a fitted effect of over 55% in size
# Target sequence (P10636 561-689 P618L limits assumed): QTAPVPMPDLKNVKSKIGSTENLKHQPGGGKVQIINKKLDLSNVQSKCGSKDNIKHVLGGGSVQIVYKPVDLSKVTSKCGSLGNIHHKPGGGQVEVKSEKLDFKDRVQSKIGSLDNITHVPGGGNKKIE
#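 Using a mix of unlabeled (15 uM) and Alexa 594-labeled (0.24 uM) tau K18 P301L, heparin-triggered fibrillization over 6 hr at 37 C was scored by ThT fluorescence.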
# Tau fluor counter: Counterscreen qHTS for Inhibitors of Tau Fibril Formation, Fluorescence Polarization. tau K18 P301L (four-repeat tau fragment) Alexa594 fluorescence, heparin fibrillization. Potency, µM (top dose mostly 57.7 µM), inactives show top-dose activity change, negative = decrease. 280,000 compounds, 0.93% hits. AID 1463, 2008; note: % is set by controls: 0 for no effect and ±100 for the full control effect; nearly all actives have a fitted effect of over 55% in size
#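 Human K18 P301L tau (15 uM unlabeled plus 0.24 uM Alexa 594-labeled, final) in 100 mM sodium acetate pH 7 was mixed with compound and 20 uM heparin and incubated 6 hr at 37 C.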
# GAA inh: qHTS Assay for Inhibitors of Human alpha-Glucosidase as a Potential Chaperone Treatment of Pompe Disease. Lysosomal alpha-glucosidase (Homo sapiens), P10253. purified human GAA, 4-MU-alpha-glucoside fluorescence. AID 1466, 2008. 200,000 compounds, 0.005% hits. Potency, µM (highest dose often 76.9 µM), for the others: at the top dose activity change, negative = inhibition, usual class: inhibitors;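 note: plate controls were uninhibited enzyme wells for no effect and no-enzyme background for full effect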
#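 Human alpha-glucosidase, 4 nM, pre-mixed with test compounds before 400 uM 4-methylumbelliferyl substrate; 20 min room temperature at pH 5.0. Fluorescence read after pH 10 stop; AC50 values from Hill-equation fits.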
# Tau FP inhib: qHTS for Inhibitors of Tau Fibril Formation, Fluorescence Polarization; K18 P301L tau heparin fibrillization, Alexa594 FP, 6 h; Potency, µM (titrated, usually from 57.7 µM), inactives show at the highest dose activity, negative = inhibition, actives largely listed as inhibitors; 280,000 compounds, 0.39% hits; AID 1468, 2008; note: % is set by controls: 0 for no effect and ±100 for the full control effect; nearly all actives have a fitted effect of over 55% in size
#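 Quantitative HTS format: compounds meet 15 uM recombinant K18 P301L tau and Alexa 594-tau tracer in 100 mM sodium acetate pH 7; 20 uM heparin triggers fibrillization at 37 C over 6 hr; FP gives the signal.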
# GLA spleen mod: qHTS Assay for Inhibitors and Activators of Human alpha-Galactosidase From Spleen Homogenate; human spleen homogenate, 4MU-alpha-Gal fluorescence, 40 min; Alpha-galactosidase A (Homo sapiens), P06280; 240,000 compounds, 0.008% hits; AID 2107, 2009; Potency, µM (series often up to 80 µM), for inactives: top-dose activity change, negative = inhibition, usual class: inhibitors;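 note: 0% = enzyme with vehicle and -100% = no enzyme basal signal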
# Target sequence (P06280 32-429 limits assumed): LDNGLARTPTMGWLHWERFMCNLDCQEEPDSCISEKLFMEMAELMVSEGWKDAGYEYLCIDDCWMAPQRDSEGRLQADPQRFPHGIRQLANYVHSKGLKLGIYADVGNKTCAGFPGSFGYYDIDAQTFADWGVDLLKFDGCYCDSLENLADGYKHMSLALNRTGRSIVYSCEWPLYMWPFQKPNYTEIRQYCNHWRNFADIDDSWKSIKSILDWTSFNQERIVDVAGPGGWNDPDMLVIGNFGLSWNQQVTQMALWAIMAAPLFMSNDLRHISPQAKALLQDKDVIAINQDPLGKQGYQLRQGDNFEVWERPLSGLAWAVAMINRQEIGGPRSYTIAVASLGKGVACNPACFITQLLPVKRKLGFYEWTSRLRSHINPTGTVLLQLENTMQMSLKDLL
#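 Human spleen homogenate (1 ug) as enzyme source, 4-methylumbelliferyl-alpha-D-galactopyranoside 1 mM final, citrate/phosphate pH 5.0 with 0.01% Tween-20. Compounds 40 min at 37C, NaOH/glycine stop; fluorescence Ex 365/Em 440, Hill-fit AC50.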
# GAA glycogen mod: qHTS Assay for Inhibitors and Activators of Human alpha-Glucosidase Cleavage of Glycogen | recombinant GAA, glycogen substrate, Amplex Red glucose oxidase fluorescence | Potency, µM (top dose mostly 76.4 µM), for the others: at the top dose activity change, negative = inhibition, most hits filed as inhibitors | 300,000 compounds, 0.38% hits;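 note: 0% = full enzyme reaction and -100% = no-enzyme basal signal; the screen sought inhibitors and activators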
#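 Recombinant human enzyme (4 nM); glycogen substrate; 37 C, 40 min, pH 5.0. Readout: coupled glucose oxidase/Amplex Red fluorescence.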
# aGlu spleen mod: qHTS Assay for Inhibitors and Activators of Human alpha-Glucosidase From Spleen Homogenate; Lysosomal alpha-glucosidase (Homo sapiens), P10253; human spleen homogenate, 4-MU-alpha-glucoside fluorescence; Potency, µM (doses to about 79.9 µM), inactives show at the top dose activity change, negative = inhibition, actives largely listed as inhibitors; 240,000 compounds, 0.006% hits;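 note: 0% = enzyme with vehicle and -100% = no enzyme basal signal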
#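 Human spleen homogenate (1 ug) with 4-methylumbelliferyl-alpha-D-glucopyranoside (1 mM final) in 50 mM citrate/phosphate pH 5.0, 0.01% Tween-20; 40 min at 37 C. Stopped at pH 10; 4-MU fluorescence Ex 365/Em 440 nm; AC50 by Hill fit.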
# HTT ATP protect: qHTS Multiplex Assay to Identify Dual Action Probes in a Cell Model of Huntington: Cytoprotection (ATP). PC12 HTT-Q103 induced, cytoprotection, ATP luminescence, 40 h. Potency, µM (doses to about 56.4 µM), for inactives: cytoprotection (ATP increase), actives largely listed as activators. 230,000 compounds, 0.14% hits. AID 1471, 2008;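 note: % of control where 0% means no effect; nearly all actives have a fitted effect of over 45% in size; toxic huntingtin expression switched on by the ecdysone agonist tebufenozide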
#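 Quantitative HTS on tebufenozide-induced (100 nM) PC12 cells expressing HTTQ103 exon 1–GFP; compounds tested as a concentration series; survival measured via cellular ATP.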
# Starred values were filed as active, the others as inactive; ? = inconclusive; . = not tested or not shown; [ ] = dose if it differs, or a comment. Calls come from the whole dose curve; as a rule, active = well fitted curve in the direction sought with a large enough effect; inconclusive = small, poorly fitted or top-dose-only effect, or another doubt; inactive = no such curve, though single readings can be large; an effect the other way counts as inactive or inconclusive. Potency is the fitted concentration of half-maximal effect.
1	Cc1ccc(CNC(=O)c2oc3ccc(S(=O)(=O)N4CCC(C)CC4)cc3c2C)cc1
2	CN(C)C(=O)CCSc1nnc(-c2ccco2)o1
3	CCN(CC)CC(=O)c1ccc(-c2ccccc2)cc1
4	Cc1ccc(C)c(N2CCN(C(=O)C(Cc3ccccc3)n3cccc3)CC2)c1 (configuration not stated)
5	CN(CC(=O)Nc1ccc(Cl)c(C(F)(F)F)c1)C(=O)/C=C/c1ccco1
6	CCCC(=O)Nc1ccc(C(=O)/C=C/c2ccc(SC)cc2)cc1

Screen / compound no.,1,2,3,4,5,6
Tau ThT inhib,-8%,-1%,?,?,-4%,?
Tau fluor counter,-22%,-3%,14%,-13%,-16%,-8%
GAA inh,.,5%,-15%,-7%,-11%,-2%
Tau FP inhib,-4%,-2%,5%,9%,?,-7%
GLA spleen mod,.,1%,1%,6%,-13%,-6%
GAA glycogen mod,8%[76.3 µM],4%,8%,2%,6%,0%
aGlu spleen mod,.,-11%,-3%,3%,-2%,-4%
HTT ATP protect,.,-39%[inhibitor],11%[10 µM],-31%,-15%[10 µM],-53%[inhibitor]

7	COc1ccc(C2CC(c3ccc(Br)cc3)=NN2C(=O)c2cccnc2)cc1 (configuration not stated)
8	COc1cccc(OC)c1C(=O)O/N=C(\N)c1ccncc1
9	O=C(Nc1ccc(C(=O)N2CCOCC2)cc1)Nc1ccc(Cl)cc1Cl
10	c1ccc(CSc2ccc(-c3ccccn3)nn2)nc1
11	COCCn1c(SCC(=O)Nc2cc(Cl)ccc2OC)nc2c(c1=O)SC(C)C2 (configuration not stated)
12	CC(=O)Nc1ccc2c(CSc3nncs3)cc(=O)oc2c1

Screen / compound no.,7,8,9,10,11,12
Tau ThT inhib,-15%,-14%,6%,-10%,-14%,-17%
Tau fluor counter,-10%,-15%,-1%,-11%,-15%,-5%
GAA inh,-3%,.,8%,-12%,1%,.
Tau FP inhib,2%,-3%,-2%,?,3%,0%
GLA spleen mod,0%,-3%,2%,-13%,5%,9%
GAA glycogen mod,-3%,0%,-19%,2%,-2%,5%
aGlu spleen mod,4%,-9%,5%,-8%,-3%,-2%
HTT ATP protect,14%[10 µM],2%[10 µM],-11%[10 µM],-49%[inhibitor],1%,-3%[10 µM]

13	CC(C)(C)c1cc(CN2CCCC(O)C2)c(O)c(C(C)(C)C)c1 (configuration not stated)
14	COc1ccc(NC(=O)C2C3C=CC(C3)C2C(=O)NCc2ccco2)c(OC)c1 (configuration not stated)
15	NCCC[C@@H](CC(=O)N[C@@H]1CCCC[C@H]1C(=O)N[C@H](CC(=O)N[C@@H](CCC(=O)O)CC(=O)O)Cc1c[nH]c2ccccc12)NC(=O)C[C@H](CO)NC(=O)[C@@H]1CCCC[C@H]1N
16	CCOC(=O)c1ccc(NC(=O)COc2ccc(S(=O)(=O)N3CCCC3)cc2)cc1
17	CCOC(=O)C1=C(C)N(C)C(=S)NC1c1ccccc1Cl (configuration not stated)
18	CCNC(=S)NCc1ccco1

Screen / compound no.,13,14,15,16,17,18
Tau ThT inhib,-7%,-9%,-11%,-9%,-1%,2%
Tau fluor counter,-28%,-4%,-9%,?,-6%,2%
GAA inh,?,0%,.,?,-4%,7%
Tau FP inhib,7%,1%,0%,-11%,-9%,2%
GLA spleen mod,4%,0%,0%,1%,-11%,5%
GAA glycogen mod,-13%,-2%,.,-14%,-8%,1%
aGlu spleen mod,-6%,-5%,5%,-2%,3%,0%
HTT ATP protect,2%[10 µM],-11%[1.9 µM],-1%[1.9 µM],-9%,5%,.

19	Cc1noc(C)c1CCC(=O)O
20	Clc1ccc(N2CCN(c3ncnc4c3oc3ccccc34)CC2)cc1
21	CCOCCc1nnc(NC(=O)Cc2ccccc2)s1
22	S=C(NCCOCCOCCNC(=S)Nc1ccccc1)Nc1ccccc1
23	S=c1[nH]nc(CSCc2ccc(Cl)cc2Cl)n1-c1ccccc1
24	CCN(CCNC(=O)CS(=O)(=O)Cc1nc(-c2cccc(OC)c2)oc1C)c1ccccc1

Screen / compound no.,19,20,21,22,23,24
Tau ThT inhib,-14%,-15%,-1%,6%,-11%,-24%
Tau fluor counter,0%,-3%,1%,-15%,-21%,-15%
GAA inh,-2%,3%,-4%,-4%[15.4 µM],-8%,-7%
Tau FP inhib,5%,-1%,1%,-7%,3%,8%
GLA spleen mod,-4%,4%,2%,7%,-11%,2%
GAA glycogen mod,-3%,-9%,3%,-7%,-25%,-12%
aGlu spleen mod,-1%,5%,2%,10%,-6%,-17%
HTT ATP protect,.,28%,-15%,-15%,16%[10 µM],29%[10 µM]

# 8 structures out of the list, sorted by count of non-hydrogen atoms, lowest first.
21	CCOCCc1nnc(NC(=O)Cc2ccccc2)s1
17	CCOC(=O)C1=C(C)N(C)C(=S)NC1c1ccccc1Cl (configuration not stated)
23	S=c1[nH]nc(CSCc2ccc(Cl)cc2Cl)n1-c1ccccc1
20	Clc1ccc(N2CCN(c3ncnc4c3oc3ccccc34)CC2)cc1
22	S=C(NCCOCCOCCNC(=S)Nc1ccccc1)Nc1ccccc1
14	COc1ccc(NC(=O)C2C3C=CC(C3)C2C(=O)NCc2ccco2)c(OC)c1 (configuration not stated)
24	CCN(CCNC(=O)CS(=O)(=O)Cc1nc(-c2cccc(OC)c2)oc1C)c1ccccc1
15	NCCC[C@@H](CC(=O)N[C@@H]1CCCC[C@H]1C(=O)N[C@H](CC(=O)N[C@@H](CCC(=O)O)CC(=O)O)Cc1c[nH]c2ccccc12)NC(=O)C[C@H](CO)NC(=O)[C@@H]1CCCC[C@H]1N

Screen / compound no.,21,17,23,20,22,14,24,15
Tau ThT inhib,-1%,-1%,-11%,-15%,6%,-9%,-24%,-11%
Tau fluor counter,1%,-6%,-21%,-3%,-15%,-4%,-15%,-9%
GAA inh,-4%,-4%,-8%,3%,-4%[15.4 µM],0%,-7%,.
Tau FP inhib,1%,-9%,3%,-1%,-7%,1%,8%,0%
GLA spleen mod,2%,-11%,-11%,4%,7%,0%,2%,0%
GAA glycogen mod,3%,-8%,-25%,-9%,-7%,-2%,-12%,.
aGlu spleen mod,2%,3%,-6%,5%,10%,-5%,-17%,5%
HTT ATP protect,-15%,5%,16%[10 µM],28%,-15%,-11%[1.9 µM],29%[10 µM],-1%[1.9 µM]

# Next section
25	Cc1ccc(-n2nc(C)c(C(=O)O)n2)c(C)c1
26	COc1ccc(NC(=O)CCSc2ccc(F)cc2)cc1
27	Cc1[nH]c2ccc(F)cc2c(=O)c1SC(F)(F)C(F)F
28	CCN1CCN(C(c2cccs2)C(C)NC(=O)c2cccc(OC)c2OC)CC1 (configuration not stated)
29	O=C1SCCc2c1n(Cc1ccccc1)c1ccccc21
30	CCOC(=O)c1cnc(SCC(=O)Nc2nnc(CC)s2)nc1N

Screen / compound no.,25,26,27,28,29,30
Tau ThT inhib,0%,-15%,-2%,-13%,0%,-9%
Tau fluor counter,0%,-20%,-5%,-11%,-20%,-5%
GAA inh,2%,-5%,-3%,?,-7%,2%
Tau FP inhib,0%,5%,4%,-8%,-9%,-5%
GLA spleen mod,-4%,4%,12%,7%,-18%,-4%
GAA glycogen mod,8%,8%,8%,2%,-1%,20%
aGlu spleen mod,-7%,2%,7%,-3%,-8%,5%
HTT ATP protect,-26%[10 µM],-18%,-15%,28%[0.074 µM],0%[10 µM],-7%[10 µM]

31	CCOC(=O)c1cnn(-c2cccc(Cl)c2)c1N
32	Cn1nnnc1SCC(=O)N1CCc2ccccc2C1
33	COc1ccc(NC(=O)c2cnc(Nc3ccc(C)c(Cl)c3)c3ccccc23)c(OC)c1
34	CCn1cnc2sc(C(=O)Oc3ccc(Br)cc3)c(C)c2c1=O
35	Cc1ncc(CO)c2c1Oc1nc(-c3ccc(F)cc3)nc(SCC(=O)N3CCCCC3)c1C2
36	Cc1ccc(NCc2nnc3n2CCCCC3)cc1

Screen / compound no.,31,32,33,34,35,36
Tau ThT inhib,-15%,5%,-15%,-1%,?,3%
Tau fluor counter,-12%,3%,?,-3%,-5%,6%
GAA inh,0%,2%,.,12%,.,5%
Tau FP inhib,2%,-6%,?,?,8%,0%
GLA spleen mod,-1%,-2%,.,-1%,.,0%
GAA glycogen mod,1%,1%,15%[76.3 µM],6%,19%[76.3 µM],8%
aGlu spleen mod,-2%,6%,.,0%,.,0%
HTT ATP protect,-24%[10 µM],0%[10 µM],.,-27%,.,1%

37	O=C(Nc1ccc(F)cc1)/C(Cl)=C/c1ccccc1
38	CO/C([O-])=N/c1c[n+](-c2ccc(C)cc2)no1
39	N#Cc1ccccc1NC(=O)CSc1nnc(-c2ccccc2)n1-c1ccccc1
40	O=C(COc1ccccc1)NC1CCCCC1
41	Cc1[nH]n(-c2nc(-c3ccc(Cl)cc3)cs2)c(=O)c1N=Nc1ccc(O)cc1
42	COc1ccc(CCN2C(=O)CC(N3CCOCC3)C2=O)cc1 (configuration not stated)
43	CCn1c(C(=O)N2CCC(C(=O)NCCc3ccccc3)CC2)cc2sccc21
44	Cc1cc(C)c2cc3c(ccn3C3OC[C@H](O)[C@H](O)[C@H]3O)cc2n1 (some centres not stated)

Screen / compound no.,37,38,39,40,41,42,43,44
Tau ThT inhib,?,-18%,-6%,2%,3%,-7%,-8%,-15%
Tau fluor counter,-22%,2%,-7%,8%,1%,-5%,-11%,5%
GAA inh,13%,-12%,8%,-9%,0%,-2%,.,5%
Tau FP inhib,-6%,2%,4%,4%,7%,-3%,3%,15%
GLA spleen mod,1%,-2%,-3%,-7%,9%,-1%,.,-4%
GAA glycogen mod,-14%,2%,-2%,-1%,-2%,6%,-15%[76.3 µM],-4%
aGlu spleen mod,5%,-17%,-6%,-1%,0%,-11%,.,-7%
HTT ATP protect,-89%[inhibitor],3%[10 µM],6%[10 µM],.,-76%[inhibitor][10 µM],1.3µM*,.,0%[10 µM]
